Screening data from PubChem BioAssay.
CXCR6 block: blocks human CXCR6 beta-arrestin recruitment | O00574 | CHO-K1 PathHunter CXCR6 beta-arrestin, luminescence | inhibition, % at 20 µM | 360,000 compounds, 0.36% hits | AID 602244; in the data active = inhibition above about 34%, passing the limit was not always enough;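 note: antagonist mode with CXCL16 agonist at 10 nM final; 0% = 10 nM CXCL16 with DMSO and 100% = unstimulated wells without agonist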
Target sequence (O00574 whole entry, looked up): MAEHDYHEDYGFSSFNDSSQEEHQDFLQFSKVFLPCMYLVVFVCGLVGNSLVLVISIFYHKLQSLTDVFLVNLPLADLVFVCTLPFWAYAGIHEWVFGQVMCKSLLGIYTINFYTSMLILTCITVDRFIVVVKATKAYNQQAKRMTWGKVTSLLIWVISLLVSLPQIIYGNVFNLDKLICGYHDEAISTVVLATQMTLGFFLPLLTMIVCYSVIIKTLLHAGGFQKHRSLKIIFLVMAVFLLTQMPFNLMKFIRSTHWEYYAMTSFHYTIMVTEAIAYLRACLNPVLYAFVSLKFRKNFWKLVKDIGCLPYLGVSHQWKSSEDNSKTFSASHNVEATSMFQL
APJ antag: antagonists of human APJ apelin receptor | P35414 | CHO-K1 APJ beta-arrestin complementation, luminescence | 330,000 compounds, 0.32% hits | inhibition, % at 20 µM;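 active = inhibition above about 40% at 20 µM, limit read from the data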;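 note: cells challenged with 10 nM apelin-13 agonist together with compound; plate controls were apelin-13 plus DMSO wells for no effect and DMSO wells lacking apelin-13 for full effect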
Target sequence (P35414 whole entry, looked up): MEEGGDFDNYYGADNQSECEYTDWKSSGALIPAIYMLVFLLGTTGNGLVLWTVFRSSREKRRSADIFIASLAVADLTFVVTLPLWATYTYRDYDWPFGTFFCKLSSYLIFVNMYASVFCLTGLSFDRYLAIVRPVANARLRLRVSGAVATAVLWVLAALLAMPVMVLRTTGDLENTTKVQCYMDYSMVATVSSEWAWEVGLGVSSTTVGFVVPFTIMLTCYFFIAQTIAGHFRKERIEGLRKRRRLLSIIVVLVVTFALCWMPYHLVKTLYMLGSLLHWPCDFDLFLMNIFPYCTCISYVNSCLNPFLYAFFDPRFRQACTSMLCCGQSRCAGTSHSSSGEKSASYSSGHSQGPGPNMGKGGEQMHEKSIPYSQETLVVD
Mdm2 MdmX PPI: human Mdm2/MdmX binding inhibition | O15151+Q00987 | SaOS-2 split-luciferase Mdm2/MdmX complementation, luminescence | inhibition, % at 8 µM | 330,000 compounds, 3% hits | AID 485346;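 active = inhibition of at least 50% at 8 µM in the primary screen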
tim10-1 inh: tim10-1 yeast growth inhibition; inhibition, % at 20 µM; S. cerevisiae tim10-1 ts strain growth, BacTiter-Glo, 24 h; 330,000 compounds, 2.2% hits; AID 463190;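 active = inhibition of at least 40%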;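 note: mutant grown at 25 °C; 0% = DMSO wells with yeast and 100% = wells holding no yeast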
CHOP UPR activ: activators of apoptotic arm of unfolded protein response (CHOP); CHO-CHOP luciferase reporter, UPR activation, luminescence; percent of tunicamycin response over DMSO baseline; activation, % at 10 µM; 330,000 compounds, 0.34% hits;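 active = at 10 µM dose, activation of 40% or more, normalized to positive control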;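 note: 100% = tunicamycin at 10 µg/mL and 0% = DMSO alone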
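System: CHO CHOP reporter cells. Amount: 500 cells per well. Buffer or medium: F12 medium, 10% FBS. Compound dosing: one dose, 10 µM in 0.5% DMSO. Incubation: 6 h compound exposure at 37 °C after overnight seeding. Technique: Steady-Glo luciferase luminescence. Benchmarks: tunicamycin and DMSO controls.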
tim23-1 inh: tim23-1 yeast growth inhibition | S. cerevisiae tim23-1 growth, BacTiter-Glo luminescence, 24 h | inhibition, % at 20 µM | 330,000 compounds, 1.3% hits;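 active = growth inhibition of the mutant yeast at or above 50%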;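 note: temperature-sensitive mutant grown at 25 °C; plate controls were DMSO-treated mutant yeast for no effect and medium wells lacking yeast for full effect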
APJ ag: APJ receptor agonism; P35414; CHO-K1 APJ PathHunter beta-arrestin, luminescence; 0% DMSO wells, 100% apelin; activation, % at 20 µM; 330,000 compounds, 0.11% hits; AID 2520;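 active = activation more than six SD over the plate average, tested at 20 µM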;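 note: 0% = DMSO alone and 100% = apelin-13 at 10 nM; some results filed as inactive read as strong as hits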
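Assay system: CHO-K1 cells stably expressing ProLink-tagged human APJ and arrestin–beta-gal acceptor. Compound dosing: 20 µM single point, 1% DMSO. Times: 16-18 h seeding, 90 min dark compound exposure, 60 min detection. Detection: beta-gal luminescence. Evaluation: APJ–arrestin association signal. Controls: negative DMSO alone, positive Apelin-13 at 10 nM.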
UPR XBP1 act: adaptive UPR (XBP1) activation | CHO-XBP1 luciferase reporter, IRE1-XBP1 UPR activation, luminescence; percent of tunicamycin response, DMSO as zero | activation, % at 20 µM | 330,000 compounds, 0.33% hits | AID 463104;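 active = versus positive control, 20 µM dose yields 30% or more activation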;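 note: 100% = tunicamycin at 10 µg/mL and 0% = DMSO only wells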
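Test system: CHO-XBP1 luciferase reporter cells | Buffer or medium: Serum-containing F12 medium, 10% FBS | Schedule: 6 h compound exposure at 37 °C, 5% CO2 | Detection: Steady-Glo luciferase glow luminescence, 10 min after reagent addition | Read-out basis: Activation, % of tunicamycin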
TIM10 inh: growth inhibitors of TIM10 yeast strain | S. cerevisiae TIM10 strain growth, BacTiter-Glo luminescence, 24 h | inhibition, % at 10 µM | 330,000 compounds, 1.4% hits | AID 463195;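 active = inhibition of 40% or more at the single tested concentration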;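 note: wild-type TIM10 isogenic control strain grown at permissive 25 °C; 0% = DMSO yeast wells and 100% = minimal medium wells without yeast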
* hit, by the source's call; x = not tested or not shown. The list is partial, so the mix of outcomes need not match the whole.

SMILES	CXCR6 block	APJ antag	Mdm2 MdmX PPI	tim10-1 inh	CHOP UPR activ	tim23-1 inh	APJ ag	UPR XBP1 act	TIM10 inh
N#C/C(=C\c1ccc[nH]1)S(=O)(=O)c1ccccc1	6	7	0	4	-0.4	6	3	-2	-13
O=C1CC(Cc2ccccc2)C(=O)N1c1ccccn1 (stereo not given)	0	13	16	10	-0.3	6	-5	1	15
COc1ccccc1NC(=O)C(C)OC(=O)c1nc2nc(C)cc(C)n2n1 (stereo not given)	-2	-13	-3	4	0.8	4	-3	-4	9
Cc1nc(NC(=O)CC(C)C)sc1-c1csc(Nc2ccc(Cl)cc2)n1	2	11	24	31	-1.1	31	-6	-2	17
COc1ccc(OC(C)C(=O)N2CCC(C)CC2)cc1 (stereo not given)	6	-6	-6	14	-3.1	14	1	5	15
O=C(Cn1c(=O)[nH]c2ccccc2c1=O)Nc1cccnc1	0	-2	11	-15	-1.3	5	0	-2	4
COc1ccc(C=O)cc1Cn1c(C)cc(C)c(C#N)c1=O	-4	9	3	17	-0.1	16	-2	1	9
O=S(=O)(NCc1ccccc1)c1cccc2nonc12	4	-4	-14	9	-1.1	29	0	0	9
Cc1cc(N2CCN(C/C=C/c3ccccc3)CC2)n2ncnc2n1	-4	17	13	21	0.7	14	-1	-4	18
O=C(Nc1ccc(Br)cc1)NC1CCCCCCC1	-7	-15	24	-6	5.4	1	3	-3	5
Cc1ccc2cc(C)c(SCC(=O)NCC3CCCO3)nc2c1 (stereo not given)	2	0	-18	-3	0.2	27	1	0	1
N=c1c2c(ncn1CCCO)Oc1ccc3ccccc3c1C2c1ccccc1 (stereo not given)	-1	10	58*	-9	1.0	1	2	2	10
CNC(=O)c1[nH]cnc1C(=O)N[C@@H](CC(C)C)C(=O)OCc1ccccc1	-4	-50	29	18	-2.1	22	-3	0	4
O=C1CC(=O)N(Cc2cccs2)C(=O)N1	2	6	-41	6	-0.8	0	-1	-1	2
CN(C(=O)CSc1ncccn1)C1CCS(=O)(=O)C1 (stereo not given)	0	6	6	-5	-0.7	-14	-3	-4	-8
Cc1ccc(C)c(NC(=O)c2nnn(Cc3ccccc3C)c2N)c1	-10	9	8	22	-2.6	29	-4	0	30
O=C(CNC(=O)c1ccco1)N=Nc1c(O)[nH]c2ccc(Br)cc12	15	22	5	4	1.7	-3	-8	-6	7
CCC(CCC(=O)Nc1cccc([N+](=O)[O-])c1)C(=O)O (stereo not given)	11	16	3	-9	-0.4	8	-5	1	5
COc1ccc(C(c2nnnn2CCc2ccccc2)N2CCN(C3CCCC3)CC2)cc1 (stereo not given)	14	10	28	12	-0.8	8	5	-3	-4
Cc1cc(C)nc(N(C#N)CCOc2ccc(Cl)cc2)n1	5	3	-5	28	0.4	34	-3	2	6
O=C(C[n+]1cc(-c2ccccc2)n2c1CCC2)Nc1nc(-c2ccc(F)cc2)cs1	3	-2	-2	13	1.0	3	0	-2	3
O=[N+]([O-])c1ccccc1CN1CCN(Cc2c[nH]c3ccccc23)CC1	x	-12	-8	2	49*	5	-2	17	3
CCOC(=O)CSC1=C(C#N)C(c2ccc(C)cc2)C2=C(CCCC2=O)N1 (stereo not given)	3	-11	17	20	-1.7	19	-5	2	-8
Cc1cccc(C)c1NS(=O)(=O)c1cc2c3c(c1)CCN3C(=O)CC2	3	-36	22	-16	-0.2	-11	-6	0	6
O=C(NCCc1ccccc1)c1cccc(N2CCCC2=O)c1	-2	17	-7	-1	-7.2	-5	-3	-12	-1

Single entries from above:
O=S(=O)(NCc1ccccc1)c1cccc2nonc12 – tim23-1 inh = 29
Cc1cc(C)nc(N(C#N)CCOc2ccc(Cl)cc2)n1 – tim23-1 inh = 34
O=C(Nc1ccc(Br)cc1)NC1CCCCCCC1 – APJ ag = 3

(next part)
SMILES	CXCR6 block	APJ antag	Mdm2 MdmX PPI	tim10-1 inh	CHOP UPR activ	tim23-1 inh	APJ ag	UPR XBP1 act	TIM10 inh
Cc1ccccc1OCC(=O)NCCc1nc2ccccc2[nH]1	-3	-24	22	0	-0.3	2	0	0	-12
O=C(O)CCCC(=O)N1CCOCCOCCOCCOCC1	5	-15	-8	-7	0.6	18	-5	-1	7
O=C(O)C1CCCCC1C(=O)NCCc1ccc(F)cc1 (stereo not given)	-8	-6	11	-3	-1.5	-6	-2	3	-12
Cc1nc2ccc(Cl)cc2c(-c2ccccc2F)c1CC(=O)O	1	3	14	-9	-0.5	10	-2	-3	3
COCCCNC(=O)Cn1ncc2ccsc2c1=O	-3	17	15	1	0.1	7	-3	-3	-2
Cc1ccccc1COCCN1CCN(S(=O)(=O)c2ccccc2)CCC1=O	1	5	21	11	-0.3	25	3	-2	8
CCN(C(=O)Cc1ccc(NC2=NC3CS(=O)(=O)CC3S2)cc1)c1ccccc1 (stereo not given)	1	-26	-25	-21	0.8	-1	0	0	16
Cc1ccc(N(CC(=O)Nc2ccc(C)cc2C)S(=O)(=O)N2CCCC2)cc1	-6	-5	-20	34	-0.3	22	-3	-2	6
Cc1oc(C(C)(C)C)c(CN2CCCC2)c1C(=O)O	-10	0	-24	0	-0.2	19	11	-3	8
COc1ccc(S(=O)(=O)N(C)C[C@H]2Oc3c(NC(=O)Nc4c(C)noc4C)cccc3C(=O)N([C@@H](C)CO)C[C@H]2C)cc1	-6	0	18	5	2.0	20	-4	-4	11
O=C(CN1CCOCC1)Nc1ncc(Cc2cccc(Cl)c2)s1	0	1	7	14	0.8	6	-3	-3	-3
O=C(CCN1C(=O)C2C3C=CC(C4CC34)C2C1=O)Oc1ccccc1 (stereo not given)	-9	7	30	11	-0.3	11	-1	4	-3
S=c1nc(C2CCCCC2)[nH][nH]1	-3	3	8	13	-0.4	6	-3	3	7
CCC1CCc2sc(C(=O)O)cc2C1 (stereo not given)	1	-11	11	1	-0.2	12	-4	-3	6
O=C(CNC(=S)N(Cc1ccccc1Cl)C1CCCC1)NCCCN1CCOCC1	-1	-10	-15	9	-0.5	11	-1	0	-3
COCC(C)n1c(C)cc(C(=O)COC(=O)CN=C2NS(=O)(=O)c3ccccc32)c1C (stereo not given)	4	3	-30	15	1.1	3	1	0	-7
COC(=O)c1c(NC(=O)Cn2cnc([N+](=O)[O-])n2)sc2c1CCC(C)C2 (stereo not given)	-2	-48	23	50*	1.7	44	10	4	32
CCOC(=O)Cn1c(C(=O)OCC)cc2sccc21	4	-12	3	-5	0.8	0	0	-1	-39
CC(=O)Nc1ccc(N=Nc2c(C)[nH]n(C(N)=S)c2=O)cc1	24	17	-30	8	2.1	7	-5	1	14
Cc1ccc(NC(=O)COC(=O)CSC(=S)N2CCOCC2)cc1	1	9	13	18	0.1	14	-3	5	11
Cc1ccccc1S(=O)(=O)Cc1ccc(C(=O)N2CCN(c3cccc(C)c3C)CC2)o1	3	-13	57*	18	-2.3	6	6	3	1
Cc1cc(C)n(/N=C/c2ccccc2)c(=O)c1C#N	-2	14	5	-2	-0.8	-3	-5	-1	-3
COc1ccc(-c2c(-c3ccccc3OC)sc3ccccc23)cc1OC	2	-9	17	16	0.2	28	0	5	5
O=C(Nc1ccc(N2CCN(Cc3ccccc3F)CC2)cc1)c1ccc([N+](=O)[O-])o1	-5	-125	81*	39	90*	56*	29	2	12
O=C(O)C(Cc1ccccc1)N1C(=O)c2ccccc2C1=O (stereo not given)	-8	-1	9	8	0.8	1	-2	0	-3

Complete entries, looked up by structure. Order of screens: CXCR6 block, APJ antag, Mdm2 MdmX PPI, tim10-1 inh, CHOP UPR activ, tim23-1 inh, APJ ag, UPR XBP1 act, TIM10 inh
Record of COCC(C)n1c(C)cc(C(=O)COC(=O)CN=C2NS(=O)(=O)c3ccccc32)c1C (stereo not given) : 4, 3, -30, 15, 1.1, 3, 1, 0, -7
Record of O=C(CN1CCOCC1)Nc1ncc(Cc2cccc(Cl)c2)s1 : 0, 1, 7, 14, 0.8, 6, -3, -3, -3

Next compounds follow:
SMILES	CXCR6 block	APJ antag	Mdm2 MdmX PPI	tim10-1 inh	CHOP UPR activ	tim23-1 inh	APJ ag	UPR XBP1 act	TIM10 inh
N#Cc1ccccc1S(=O)(=O)N1CCN(Cc2c(O)ccc3ccccc23)CC1	-13	-54	11	13	2.0	21	-2	-4	7
CCOC(=O)c1c(C)oc2ccc(O)c(CN(C)C)c12	3	20	25	22	3.1	21	-2	1	10
O=C(Nc1ccccc1C(=O)N1CCN(CCO)CC1)c1cccc([N+](=O)[O-])c1	1	14	6	-28	-2.3	-12	-5	-4	-6
Cc1nc(N)c(C#N)c(-c2ccccc2Cl)c1C	5	10	40	14	-2.2	4	-4	8	2
O=C(O)c1ccc2c(c1)C(=O)N(C(Cc1ccc(O)cc1)C(=O)O)C2=O (stereo not given)	1	9	29	7	-1.8	1	-4	2	13
Cc1[nH]ccc2c1[nH]c1cc(=O)ccc12	-10	-25	36	-22	-1.9	-19	-4	-4	19
O=C(N/N=C/c1cccc([N+](=O)[O-])c1)c1ccc2nc[nH]c2c1	-2	12	11	19	0.3	0	-1	-1	1
CCOc1ccc(CCNC(=O)c2ccc(NC3=NC4CS(=O)(=O)CC4S3)cc2)cc1 (stereo not given)	2	-11	-2	4	-1.4	-2	7	-2	-3
CC1=C(C(=O)OCc2ccccc2)N2C(=O)[C@@H](NC(=O)COc3ccccc3)[C@H]2SC1	-10	15	8	18	-1.6	28	0	1	-8
Cc1cc(C)c(-c2csc(NC(=O)C3=NN(c4ccccc4)C(=O)CC3)n2)c(C)c1	5	0	-4	-6	-0.4	10	-1	-1	6
CN(C)C(CNC(=O)c1ccc2c(=O)n(-c3ccccc3F)c(=S)[nH]c2c1)Cc1ccccc1 (stereo not given)	8	19	-30	13	-1.2	11	-2	-3	-3
Cc1ccc(C(=O)NNC(=O)Cc2ccccc2)cc1	-4	9	10	-12	-1.5	9	-1	-1	-11
Cc1ccccc1OCC(O)CN1C(=O)c2ccccc2C1=O (stereo not given)	-3	-10	0	17	5.0	11	-1	10	1
O=C(CCc1nnc2ccc(NCc3ccccc3)nn12)NC1CCCCC1	6	2	18	-10	-2.4	-9	-2	-6	1
COc1ccccc1N1CCN(C(=O)CCC(=O)N2CCN(c3ccccc3OC)CC2)CC1	-1	-5	27	3	-0.6	3	-1	-1	3
O=C(COCc1cc(-c2ccc3c(c2)OCO3)on1)N1CCN(c2ccccc2)CC1	0	4	-4	15	-0.5	31	0	1	18
CC(CCc1ccccc1)NC(=O)CCNC(=O)Cn1ccc2ccccc2c1=O (stereo not given)	5	-11	16	6	-0.9	3	-2	-1	-10
O=C(CN1CCN(S(=O)(=O)c2ccccc2)CC1)N1CCc2ccccc21	2	-3	-1	18	5.8	31	-4	-2	17
Cn1c(Oc2ccc3c(c2)OCO3)nc2c1c(=O)n(Cc1ccccc1)c(=O)n2C	-8	-15	62*	11	-2.1	3	3	1	-15
CCN(CC)C(=O)C(=O)N/N=C/c1cccs1	3	-4	20	6	-1.5	2	-3	-2	-14
Cc1ccccc1NC(=O)Cc1nnc(SCC(=O)c2ccc(Br)cc2)n1C	-7	3	-32	16	2.9	17	-2	-1	7
CC(=O)c1cccc(NC(=O)C2CCN(S(=O)(=O)c3ccc(C)cc3)CC2)c1	-5	5	-18	11	-2.0	17	-4	0	4
